All columns: NCI-60 one-dose screen, growth in % after 48 h at 10 µM unless noted; 100 = growth as untreated, 0 = no growth, -100 = all killed.
NCI-H322M: NCI-H322M lung cancer | 80,000 compounds, 2.7% hits
NCI-H460: NCI-H460 lung cancer; AID 1794736; 82,000 compounds, 6.8% hits
COLO 205: COLO 205 colon cancer. 79,000 compounds, 7.3% hits. AID 1794742
HT29: HT29 colon cancer; 81,000 compounds, 7.4% hits; AID 1794748
NCI-H522: NCI-H522 lung cancer | 78,000 compounds, 8% hits | AID 1794739
NCI-H226: NCI-H226 lung cancer. 79,000 compounds, 3.5% hits
SW-620: SW-620 colon cancer. 82,000 compounds, 5.2% hits
HCT-15: HCT-15 colon cancer; 82,000 compounds, 5.2% hits; AID 1794746
NCI-H23: NCI-H23 lung cancer. 80,000 compounds, 4% hits
The depositor's hits bear a star; x = no result given; & = joins results of further samples. Rule for the calls: active = growth percent below 10; inactive = the rest.

SMILES	SW-620	NCI-H460	NCI-H23	HT29	NCI-H322M	NCI-H226	COLO 205	HCT-15	NCI-H522
CCCCCCOC(=O)CC1CC(C(C)=O)C1(C)C (stereo unspecified)	108&102	113&103	103&105	107&108	95&110	107&105	121	109&100	101
CCOC(=O)C1CC(C(=O)OCC)c2nc3ccccc3nc21 (stereo unspecified)	100	104	97	105	90	101	112	101	91
CCCC(CCC(C)=O)[N+](=O)[O-] (stereo unspecified)	97	101	96	104	99	104	108	96	100
Cc1ccc(-c2nc(SCC(=O)c3ccc(Br)cc3)[nH]c(=O)c2C#N)o1	102	106	96	101	98	96	107	108	96
COC1=CC2C=C(C3N(c4ccccc4)NC(=O)[C@@H]4CCCN34)C(=O)NC2C=C1 (stereo partly specified)	105	110	90	102	94	105	111	101	88
O=C1OCC(O)=C1Cc1ccccc1	110	108	103	100	103	103	108	104	93
C=CCn1c(SCC(=O)Nc2ccc(C(=O)/C=C/c3ccc(Cl)cc3)cc2)nnc1-c1ccc(Cl)c(Cl)c1	91	90	85	72	83	86	100	79	67
COC(=O)c1ccc(Cn2cnc3c(N)ncnc32)cc1	109	115	103	99	106	106	109	100	70
Cn1cc(-c2cc(N)n3nc(-c4cn(C)c5ccccc45)cc3n2)c2ccccc21	86	93	x	51	98	113	123	32	109
Cn1ncc2c(C(=O)c3ccc(F)cc3)nc(C(C)(C)C)nc21	96	101	96	104	98	101	108	98	92
NS(=O)(=O)c1ccc(C(=O)N=Nc2c(O)[nH]c3c(F)cccc23)cc1	100	111	95	100	98	97	106	105	91
COc1cc(C(=O)/C=C/c2c(-c3cccs3)nc3sc(C)cn23)cc(OC)c1OC	6.9*	-31*	6.6*	3.7*	13	33	2.6*	10	-2.1*
COc1ccc(/C=C/C(=O)c2ccc(OC)c(S(=O)(=O)NNC(=O)c3ccncc3)c2)cc1	120	105	102	103	103	97	120	102	96
Cc1ccc(-c2nn(C)c(=O)c3ccccc23)cc1CO	103	105	98	105	105	91	111	102	93
CCCCS(=O)(=O)Nc1ccc(C(=O)NNC(C)=O)cc1	100	109	103	93	90	93	106	105	91
CCNc1cccc(C)c1	104	116	99	92	139	108	x	106	96
Cc1ccc2nc(C)c(-c3nnc(SCc4ccc(C#N)cc4)o3)n2c1	105	102	85	115	91	93	116	80	97
CCOCC[P+](c1ccccc1)(c1ccccc1)c1ccccc1	60	59	36	34	82	80	45	99	26
COc1ccc(/C=c2\nc3n(-c4ccccc4)c4n(n-3c2=O)C(=O)CN=4)cc1	96	104	98	108	102	93	120	113	85
O=C1/C(=C\c2cn(-c3nc(N4CCOCC4)nc(N4CCOCC4)n3)c3ccccc23)c2ccccc2N1c1c(Cl)cccc1Cl	85	41	80	74	28	60	x	64	75
COc1ccc(-c2noc(N)c2-c2cc(OC)c3c(c2OC)OCO3)cc1	105	103	109	100	93	103	113	103	83
Cn1c(=O)c2c(nc(OC3CCCCCC3)n2C)n(C)c1=O	104	105	98	x	113	108	98	106	92
NS(=O)(=O)c1ccc(-n2nc(C(=O)N/N=C\c3ccc(F)cc3)cc2-c2ccc(Br)cc2)cc1	63	84	84	66	94	82	83	54	54
Cc1[nH]c(-c2cccc(C(N)=O)c2)c2c1C(=O)CCCC2	89	94	94	72	97	x	x	88	77
COc1cccc(-c2nn(C(C)(C)C)cc2-c2ccnc(NCCCNS(=O)(=O)c3ccc(C(F)(F)F)cc3)c2)c1	104	103	98	104	109	96	124	99	93
COC(=O)/C(=C\c1ccc(OC)cc1)C(=O)N1c2ccccc2Sc2ccccc21	34	97	73	15	83	75	x	24	2.6*
COc1ccc(-c2nn(-c3ccc(NC(=O)Nc4cccc(Cl)c4Cl)cc3)cc2-c2ccncc2)cc1Cl	93	74	85	59	83	90	63	65	73
Clc1cccc(Nc2ncnc3ccc(-c4cnc5[nH]ncc5c4)cc23)c1	107	99	79	73	42	117	100	100	53
CCCCOCCOCCOC(=O)Cc1ccc(OC)c(OC)c1	107	113	97	84	95	107	115	106	72
CCCCCOCC#N	105	109	94	110	118	88	x	100	93
O=C(CCCl)c1ccc(-c2ccccc2)cc1	104	109	95	97	106	93	104	98	87
C/C(=N/O)c1ccc(C)s1	106	115	101	93	101	101	109	98	76
CSCC[C@H](NC(=O)[C@H](Cc1c[nH]c2ccccc12)NC(=O)[C@H](C)NC(=O)OC(C)(C)C)C(=O)N[C@@H](CC(=O)O)C(=O)N[C@@H](Cc1ccccc1)C(N)=O	102	104	99	96	99	84	118	120	x
COc1ccc(-c2nc(SCCC(C)C)nc(Nc3ccc(C(C)=O)cc3)c2C#N)cc1	104	105	x	103	106	97	112	98	101
O=C(c1ccccc1)N(CCc1ccc(Cl)cc1)C(=S)N(C(=O)c1ccccc1)c1ccccc1	80	106	93	104	111	x	150	94	105
O=Cc1cn(S(=O)(=O)c2ccccc2)c2ccccc12	98	101	93	101	89	84	115	94	98
O=C1c2c(Cl)c(Cl)c(Cl)c(Cl)c2C(=O)N1c1nccs1	100	108	111	92	101	101	94	98	86
Cn1cc(-c2[nH][nH]c(=O)c2-c2cn(C)c3ccccc23)c2ccccc21	97	97	96	109	106	x	x	93	84
COc1ccc(CN(C(C)=O)c2cc(C)c([N+](=O)[O-])cc2OC)cc1OC	102	104	101	112	99	101	106	107	115
c1ccc(CC(c2ccccc2)c2ccccc2)cc1	110	105	95	111	112	97	112	104	107
COc1ccc(CN2CCc3c(nc(N)nc3-c3ccccc3)C2=O)c(OC)c1	89	80	80	87	84	83	112	86	55
Fc1ccc(CNc2cccc3[nH]c(C(F)(F)F)nc23)cc1	95	83	99	104	104	93	102	98	80
COC(=O)C(N)CSC(c1ccccc1)(c1ccccc1)c1ccccc1 (stereo unspecified)	21	8.8*	46	1.6*	9.4*	78	1.2*	28	-44*
COc1ccc(C(=O)/C=C/c2cc(-c3ccc4c(c3)OCO4)n[nH]2)cc1OC	36	16	62	36	36	40	56	52	19
COc1ccc(-c2cc3ccccc3c3nnnn23)cc1	80	99	85	96	150	89	88	93	92
FC(F)(F)c1ccc2c(Nc3cccc(C4CC(c5ccc(Cl)cc5)=NN4c4ccc(Cl)cc4)c3)ccnc2c1 (stereo unspecified)	104	103	82	80	98	95	100	98	73
O=C(O)c1cn(C2CC2)c2cc(N3CCN(Cc4ccccc4O)CC3)c(F)cc2c1=O	99	78	73	71	75	90	88	76	82
Cc1ccc([N+](=O)[O-])c(C(=O)Nc2ccc(-c3ccc4c(c3)NC(=O)/C4=C\c3ccc[nH]3)cc2)c1	-51*	0.7*	21	46	49	52	9.0*	-17*	40
COc1ccc(C2CC(=O)c3c(nc4ccc(Cl)cc4c3N)C2)cc1 (stereo unspecified)	106	104	102	101	104	104	114	92	100
Cn1c(=O)c2cnn(C)c2n(C)c1=O	107	105	97	102	99	98	106	107	90
CNN(C)c1c(C)cccc1C	106	107	101	108	98	98	96	102	92
CC(C)=CCOc1cc(NC(=S)c2ccoc2C)ccc1Cl	85	84	60	71	76	69	88	84	56
CC(=O)Nc1ccc(/C=N/NC(N)=O)cc1	107	107	102	108	121	100	113	107	x
CC[C@H](CC[C@@H](C)[C@H]1CC[C@H]2[C@@H]3CC[C@H]4C[C@@H](O)CC[C@]4(C)[C@H]3CC[C@]12C)C(C)C	104	112	96	105	100	109	116	102	97
CN(C)c1ccc(CC(C#N)c2cc3ccccc3[nH]2)cc1 (stereo unspecified)	96	104	97	98	98	x	108	95	x
CC(C)(C)c1ccc(S(N)(=O)=O)cc1	111	106	102	109	105	102	97	108	106
COc1nnc2c3cc(Cl)ccc3n(C)c2n1	102	108	x	106	99	97	112	102	101
Cc1ccc(Nc2cc(=S)nc(N)[nH]2)cc1Cl	91	97	79	87	92	89	105	97	92
C/C(=N/O)c1ccc(N2C(=O)c3cc(C)c(C)cc3C2=O)cc1	108	105	102	103	105	99	112	101	96
CCCCn1c(-c2ccc(-c3nc(-c4ccc5ccccc5c4)no3)cc2)nc(-c2ccccc2)c1-c1ccccc1	101	105	91	97	100	91	112	101	93

Individual results from above:
FC(F)(F)c1ccc2c(Nc3cccc(C4CC(c5ccc(Cl)cc5)=NN4c4ccc(Cl)cc4)c3)ccnc2c1 (stereo unspecified) in NCI-H23 is listed with 82
CCCCCCOC(=O)CC1CC(C(C)=O)C1(C)C (stereo unspecified) in NCI-H23 is listed with 103&105
Cn1cc(-c2[nH][nH]c(=O)c2-c2cn(C)c3ccccc23)c2ccccc21 in HT29 is listed with 109
O=C(CCCl)c1ccc(-c2ccccc2)cc1 in HT29 is listed with 97
Cn1c(=O)c2c(nc(OC3CCCCCC3)n2C)n(C)c1=O in NCI-H322M is listed with 113
CNN(C)c1c(C)cccc1C in HT29 is listed with 108
CC(=O)Nc1ccc(/C=N/NC(N)=O)cc1 in COLO 205 is listed with 113

The main list resumes; the three compounds before the break are reprinted first.
SMILES	SW-620	NCI-H460	NCI-H23	HT29	NCI-H322M	NCI-H226	COLO 205	HCT-15	NCI-H522
Cc1ccc(Nc2cc(=S)nc(N)[nH]2)cc1Cl	91	97	79	87	92	89	105	97	92
C/C(=N/O)c1ccc(N2C(=O)c3cc(C)c(C)cc3C2=O)cc1	108	105	102	103	105	99	112	101	96
CCCCn1c(-c2ccc(-c3nc(-c4ccc5ccccc5c4)no3)cc2)nc(-c2ccccc2)c1-c1ccccc1	101	105	91	97	100	91	112	101	93
Cc1oc(-c2cc(C(F)(F)F)ccc2Cl)cc1C(=O)Nc1ccc(S(N)(=O)=O)cc1	110	102	104	101	99	103	116	98	90
CCCCOc1c(Cl)c(Cl)cc(Cl)c1Cl	102	110	96	113	125	110	112	107	105
CN(C)CCC(=O)/C=C/c1ccccc1	89	100	102	110	98	100	86	86	75
CCOC(=O)c1cnn2c(-c3ccc(Cl)cc3)nc(NCCc3ccccc3)nc12	104	110	102	89	103	107	x	107	86
COc1cc(C2=NOC(c3cc(OC)c(OC)c(OC)c3)C2)ccc1OCCCCOc1cc2c(cc1OC)C(=O)N1CCC[C@H]1C=N2 (stereo partly specified)	-32*	-30*	-16*	-12*	-6.4*	9.3*	-78*	4.3*	-42*
C=CCC1CCCC/C1=C(\C#N)c1ccccc1 (stereo unspecified)	100	103	98	103	x	97	110	96	101
O=C(O)CCCC1CCCc2ccccc21 (stereo unspecified)	94	107	98	107	87	105	103	106	84
COC(=O)c1cc(O)cc(O)c1	108	113	105	105	96	109	115	108	99
C/C(=C\CSc1ncccc1C(=O)O)CCCC(C)CCCC(C)CCCC(C)C (stereo unspecified)	63	37	98	78	97	77	88	33	74
COC12C=C/C(=C(/C(=O)OCc3ccccn3)C(=O)CCCCCCCCC3(OC)C=C/C(=C(/C(=O)OCc4ccccn4)C(=O)CCCCCCCC1)O3)O2	8.3*	-16*	-37*	3.2*	-60*	-69*	-16*	-37*	-13*
CC(=O)Nc1cccc2ccccc12	97	108	96	104	101	97	111	103	99
O=c1nc(Nc2cccc([N+](=O)[O-])c2)sc2ccccc12	102	94	90	99	90	51	118	84	88
CCN(CC)c1ccc(CNc2ccnc3ccccc23)cc1	71	55	29	25	71	59	26	59	56
C[C@H]1[C@H](C)CC[C@]2(C(=O)O)CC[C@]3(C)C(=CC[C@@H]4[C@@]5(C)C/C(=C/c6cccnc6)C(=O)C(C)(C)[C@@H]5CC[C@]43C)[C@H]12	80	52	73	81	72	92	x	49	59
NC1=CC(N)=C(O[C@@H]2O[C@H](CO)[C@@H](O)[C@H](O)[C@H]2O)C(=O)C1	99	101	104	111	106	92	113	98	108
Nc1ccc(C(c2c[nH]c3ccccc23)c2c[nH]c3ccccc23)cc1	97	102	96	101	94	92	106	99	100
COC(=O)c1ccc2oc(NC(=O)c3ccc(Nc4ccccc4)c([N+](=O)[O-])c3)nc2c1	97	102	90	104	97	86	104	95	95
NC(=NCc1ccccc1)N/N=C\c1ccnc2ccccc12	96	88	76	69	78	79	48	78	76
O=C(N/N=C/c1ccccc1Cl)c1cc(-c2nc3ccccc3[nH]2)nc2ccccc12	103	107	95	100	101	99	113	91	92
CC(C)N1CCN(S(=O)(=O)c2ccccc2)c2ccccc21	95	105	108	86	100	99	112	101	109
COc1ccc(Cl)cc1NC(=O)c1c(NC(=O)C(F)(F)C(F)(F)F)sc2c1CCCCC2	13	3.4*	-5.1*	3.9*	12	-5.4*	-33*	15	-0.1*
O=C1Nc2cc(Cl)c(CCCl)cc2/C1=C\c1ccc(Cl)cc1	78	69	84	88	86	88	99	84	73
O=C(Nc1ncccn1)c1ccc([N+](=O)[O-])cc1	106	107	98	109	x	101	105	98	100
C#CCOc1cccc(Nc2c(Cl)c(CCl)nc3ccc(Oc4ccccc4)cc23)c1	21	96	64	8.0*	84	72	83	12	-6.4*
CC(=O)Oc1cccc2c(OC(C)=O)cccc12	109	101	99	101	115	110	118	96	78
CC/C(Cc1ccccc1)=C(/c1ccc(O)cc1)c1ccc(OCCN2CCCCCC2)cc1	102	111	96	101	93	95	103	102	101
C=CCOC(=O)C(O)c1ccccc1 (stereo unspecified)	109	107	100	107	97	100	113	114	97

Two consecutive entries out of the list so far:
SMILES	SW-620	NCI-H460	NCI-H23	HT29	NCI-H322M	NCI-H226	COLO 205	HCT-15	NCI-H522
CC/C(Cc1ccccc1)=C(/c1ccc(O)cc1)c1ccc(OCCN2CCCCCC2)cc1	102	111	96	101	93	95	103	102	101
C=CCOC(=O)C(O)c1ccccc1 (stereo unspecified)	109	107	100	107	97	100	113	114	97

High-throughput results: PubChem, NCI
